Assay outcomes (PubChem)
LMPTP inh – blocks human LMPTP phosphatase | P24666 | recombinant LMPTP-A, OMFP fluorogenic substrate, fluorescence intensity | inhibition, % at 20 µM | 360,000 tested, 0.22% active | AID 651560;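 active means compounds that cut the enzyme signal by at least half of the control window in the single-dose screen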;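 further: plate controls were DMSO wells with enzyme plus substrate for no effect and substrate without enzyme for full effect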
Target sequence (P24666 whole entry, looked up): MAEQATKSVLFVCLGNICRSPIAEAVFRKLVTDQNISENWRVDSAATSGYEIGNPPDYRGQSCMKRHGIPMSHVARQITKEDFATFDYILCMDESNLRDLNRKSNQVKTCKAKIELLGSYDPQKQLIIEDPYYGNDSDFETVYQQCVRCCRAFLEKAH
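Test system: LMPTP-A phosphatase enzyme. Amount: LMPTP-A at 0.625 nM final in the reaction. Reagent: OMFP substrate, 400 µM final. Times: 50 min at room temperature. Signal: endpoint fluorescence intensity from OMFP dephosphorylation. Read-out basis: % inhibition. Benchmarks: no-enzyme and uninhibited controls.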
NadD block – blocks S. aureus nicotinate mononucleotide adenylyltransferase; inhibition, % at 20 µM; AID 602399; 360,000 tested, 0.78% active; purified NadD enzyme, colorimetric absorbance read-out; in the data active means inhibition above about 26%; further: some compounds past the cut are filed as inactive
Rpn11 inh – inhibitors of human proteasome Rpn11; O00487; human 26S proteasome, Ub4-pepOG fluorescence polarization; 20S core pre-blocked with epoxomicin; 360,000 tested, 0.59% active; calls only at 20 µM; AID 588493;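 active means inhibition at 20 µM, scaled to each plate's controls, above about 33%, limit read from the data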
Target sequence (O00487 whole entry, looked up): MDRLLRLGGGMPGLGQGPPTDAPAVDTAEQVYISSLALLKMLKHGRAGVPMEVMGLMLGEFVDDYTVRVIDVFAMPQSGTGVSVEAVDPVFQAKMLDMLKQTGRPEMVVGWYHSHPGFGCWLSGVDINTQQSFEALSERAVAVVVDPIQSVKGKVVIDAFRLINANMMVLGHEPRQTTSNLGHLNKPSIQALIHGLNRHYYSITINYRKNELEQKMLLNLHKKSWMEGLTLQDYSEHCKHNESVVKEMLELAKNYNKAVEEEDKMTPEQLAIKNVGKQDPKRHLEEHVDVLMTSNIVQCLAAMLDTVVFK
STEP block – STEP (human) phosphatase inhibition. inhibition, % at 20 µM. P54829. AID 588621. recombinant STEP, OMFP fluorogenic substrate, fluorescence. 360,000 tested, 0.25% active;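 active means inhibition at 20 µM, scaled per plate between control wells, above about 37%, limit read from the data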;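 further: 0% = DMSO with enzyme and substrate and 100% = substrate only without enzyme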
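Assay system: isolated STEP enzyme / Timing: 20 min at room temperature, dark / Doses: 20 µM, 1% DMSO / Technique: fluorescence intensity, excitation 480 nm, emission 540 nm / Reagent: fluorogenic phosphatase substrate OMFP at 25 µM final / Measure: percent inhibition scaled to no-enzyme and uninhibited-enzyme controls, plate-pattern corrected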
CSN deneddyl inh – CSN deneddylation inhibition; 360,000 tested, 0.38% active; AID 651999; Purified CSN, SCF-Nedd8-OG deneddylation, fluorescence polarization; inhibition, % at 12.5 µM;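 active means pattern-corrected inhibition above about 35%, with an unprinted fluorescence ratio check between 0.5 and 1.5, limit read from the data, passing the limit was not always enough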;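 further: 0% = enzyme with substrate and 100% = substrate without enzyme; some results filed as inactive read as strong as hits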
Target sequence (Q92905 whole entry, looked up, one chain of several): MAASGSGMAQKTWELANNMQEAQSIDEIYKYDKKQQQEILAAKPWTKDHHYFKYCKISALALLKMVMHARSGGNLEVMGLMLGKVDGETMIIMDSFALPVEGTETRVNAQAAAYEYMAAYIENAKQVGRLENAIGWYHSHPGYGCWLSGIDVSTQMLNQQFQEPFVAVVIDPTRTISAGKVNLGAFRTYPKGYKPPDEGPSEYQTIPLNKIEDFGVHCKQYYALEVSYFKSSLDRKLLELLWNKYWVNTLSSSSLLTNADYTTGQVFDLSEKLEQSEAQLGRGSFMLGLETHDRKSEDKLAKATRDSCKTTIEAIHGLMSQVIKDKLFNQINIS
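Assay system: purified human Csn5 enzyme expressed in HEK293T cells; Input: 0.24 nM Csn5 enzyme, final concentration; Reagent: 10 nM SCFSkp2-Nedd8OG; Compound dosing: 12.5 µM single point; Times: reaction 90 min, room temperature; Technique: fluorescence polarization readout.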
DNMT1 block – blocks human DNA methyltransferase DNMT1. P26358. DNMT1 molecular beacon, Hinp1I cleavage, fluorescence. inhibition (reported as % activation of signal), % at 10 µM. 360,000 tested, 0.83% active. AID 588458; in the data active means inhibition above about 50%
SUMO1 PPI mod – SUMO1-SIM interaction modulation | SUMO1 binding to a labelled peptide, TR-FRET, 1 h | P63165 | 360,000 tested, 0.33% active | inhibition, % at 20 µM; in the data active means inhibition above about 37%
TbMetRS inhib – Trypanosoma brucei MetRS inhibition; purified T. brucei MetRS, ATP depletion, Kinase-Glo luminescence; inhibition, % at 11.9 µM; 360,000 tested, 0.4% active;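 active means inhibition above a per-plate cutoff of the control wells' mean inhibition plus 3 SD, cut at about 5.5% in these data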;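 further: 0% = DMSO wells median and 100% = median of wells with control inhibitor compound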
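Material – parasite MetRS enzyme · Medium – HEPES-MgCl2-KCl buffer plus DTT, spermine, BSA, pyrophosphatase · Reagent – ATP, methionine and E. coli bulk tRNA substrates · Times – 15 min enzyme-compound preincubation, 2 h reaction, 10 min detection, 25 °C · Measured by – luminescence of leftover ATP · Evaluation – percent inhibition relative to median high and low control wells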
Scp-1 inhibitor – Scp-1 (human) phosphatase inhibition. Q9GZU7. Recombinant Scp1, phosphopeptide, malachite green phosphate absorbance. inhibition, % at 20 µM. 340,000 tested, 0.88% active. AID 493091;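 active means inhibition above about 50% at 20 µM, limit read from the data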;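 further: plate controls were DMSO wells with enzyme for no effect and wells lacking enzyme for full effect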
Target sequence (Q9GZU7 76-261 limits assumed): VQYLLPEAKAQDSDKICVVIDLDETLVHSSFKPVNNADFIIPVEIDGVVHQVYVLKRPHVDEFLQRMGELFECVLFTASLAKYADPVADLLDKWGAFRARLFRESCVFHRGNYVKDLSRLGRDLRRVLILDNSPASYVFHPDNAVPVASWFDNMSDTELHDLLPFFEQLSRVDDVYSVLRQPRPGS
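Material – SCP-1 phosphatase catalytic domain, residues 76-261 · Buffer or medium – Acidic Tris acetate buffer with magnesium and detergent · Also added – Phospho 17-mer peptide substrate · Compound – single 20 µM dose, 1% DMSO · Times – 45 min room-temperature reaction, 5 min colour, 30 min stabiliser · Technique – Phosphate-binding colour reagent, absorbance read at 630 nm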
MLLE-PAM2 inh – inhibitors of microRNA-mediated deadenylation, human PABP1 MLLE binding; 360,000 tested, 0.36% active; GST-MLLE / FITC-PAM2 fluorescence polarization; P11940; inhibition, % at 20 µM; in the data active means inhibition above about 35%, passing the limit was not always enough;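 further: plate controls were DMSO wells with GST-MLLE for no effect and wells lacking GST-MLLE protein for full effect; some results filed as inactive read as strong as hits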
* marks the source's active call; other numbers are inactive results; i = inactive; . = no result given. Rows are unselected. Share with any hit: about 3.6%.

no.	molecule	Rpn11 inh	CSN deneddyl inh	DNMT1 block	MLLE-PAM2 inh	STEP block
1	O=C(CN1CCN(c2cccc(Cl)c2)CC1)Nc1nccs1	i	0	-4	-1	-3
2	CN1CCN(c2nc(-c3cccs3)nc3ccccc23)CC1	i	0	11	5	0
3	C/C(=N\NC(=O)Cc1cccn1C)c1cccs1	i	-7	1	15	-2
4	O=C(OCC(=O)N1CCN(c2ccccc2)CC1)c1cc(Br)ccc1Cl	i	0	0	11	2
5	O=C(OCC(=O)N1CCc2ccccc2C1)c1cccc([N+](=O)[O-])c1	i	-6	2	-4	0
6	N#Cc1c(N)oc(-c2cccs2)c1-c1cccs1	i	0	-12	1	5
7	Cn1cncc1C#Cc1ccc(N2C(c3ccsc3)=Cc3ccc(F)cc3C2c2c[nH]c3ccccc23)cc1 (stereo not drawn)	.	5	.	.	.
8	CSc1nnc(N2C(=O)C(O)=C(C(=O)c3ccco3)C2c2ccc(F)cc2)s1 (stereo not drawn)	i	0	4	18	1
9	CC(C)(C)OC(=O)NCCCC[C@H](NC(=O)c1nc[nH]c1C(=O)NCC(=O)OCc1ccccc1)C(=O)OC(C)(C)C	i	-1	-7	11	0
10	CC(NC(=O)CN(C)CC(=O)Nc1ccccc1Br)c1ccccc1 (stereo not drawn)	i	-2	3	11	0
11	CCc1ccnc(NC(=O)NS(=O)(=O)c2ccc(C)cc2)c1	i	3	-3	-2	0
12	O=C1CC(=O)Nc2cc(S(=O)(=O)N3CCN(c4ccc([N+](=O)[O-])cc4)CC3)ccc2N1	i	-2	21	-9	24
13	CC1(C(=O)NS(=O)(=O)c2ccc(C#N)cc2)CCN1C(=O)Cc1ccc(-c2ccccc2)cc1 (stereo not drawn)	i	-1	0	-2	1
14	CCOC(=O)c1cc2sccc2n1CC(=O)Nc1ccc(OC)cc1OC	i	-2	-6	1	2
15	O=C(c1ccc(C(F)(F)F)cc1)N1CCC(=O)N(C(COCc2ccc(C(F)(F)F)cc2)Cc2ccccc2)CC1 (stereo not drawn)	i	-4	-14	8	3

no.	LMPTP inh	SUMO1 PPI mod	TbMetRS inhib	NadD block	Scp-1 inhibitor
1	-0.5	0	0.0	-2	-3
2	3.1	-7	-0.5	2	-5
3	1.5	-4	-0.1	-4	-3
4	1.6	1	-0.4	-4	-7
5	-0.9	-16	-1.2	-2	2
6	1.1	-15	-0.4	8	0
7	4.3	0	0.0	39*	.
8	2.2	-22	-0.1	12	7
9	1.9	0	-0.6	14	0
10	-1.1	-3	-0.2	-6	-12
11	0.5	-4	0.1	2	-13
12	7.6	-11	1.1	15	34
13	-2.1	2	-0.3	-6	.
14	-0.3	-7	-0.6	-10	-6
15	8.8	4	-0.1	-4	-3

Continuation:
no.	molecule	Rpn11 inh	CSN deneddyl inh	DNMT1 block	MLLE-PAM2 inh	STEP block
16	CCOC(=O)C1(Cc2ccccc2Cl)CCN(C(=O)c2cc(C)on2)CC1	i	3	-2	-14	2
17	COc1ccc(OCCC(=O)OCC(=O)NC2CCCCC2)cc1	i	2	0	-6	-3
18	O=C(NNC(=O)c1csc(N2CCOCC2)n1)c1ccc(=O)[nH]c1	i	-4	-1	8	-7
19	Cc1ccc(S(=O)(=O)N2[C@@H](c3ccc(Cl)cc3)C(C(=O)O)=CC[C@H]2c2ccc(Cl)cc2)cc1	i	4	4	-18	4
20	CCc1nnc(NC(=O)CSc2nccn2-c2cccc(C)c2C)s1	i	-4	4	-13	-4
21	COc1cccc(OC)c1NC(=O)NC(=O)c1c(OC)c(Br)cc([N+](=O)[O-])c1OC	i	0	-2	2	-2
22	O=C(CSc1nccc(=O)[nH]1)c1ccccc1Br	i	7	5	17	-1
23	CC1(C)CC(=O)C(C(N)=NC(=O)c2ccc([N+](=O)[O-])cc2)=C(O)C1	i	-1	2	-5	-3
24	O=C(COC(=O)COc1ccccc1)Nc1ccc(Br)cc1F	i	-4	-2	0	2
25	COc1ccc([N+](=O)[O-])cc1N(CC(O)CN(C)C)S(=O)(=O)c1ccc(C)cc1 (stereo not drawn)	i	2	-2	-5	0
26	CCC(C)c1ccccc1NC(=O)COC(=O)c1ccc(C)c(NC(=O)c2ccco2)c1 (stereo not drawn)	i	-2	-2	-2	1
27	Cc1ccc(S(=O)(=O)N2[C@@H](c3ccc(Br)cc3)C(C(=O)O)=CC[C@H]2c2cccs2)cc1	i	7	6	2	6
28	CCOC(=O)C1=CCC(c2cccs2)N(S(=O)(=O)c2ccc(C)cc2)C1 (stereo not drawn)	i	2	6	-8	6
29	COc1cccc(C2CC(c3ccc(Cl)cc3)n3nc(N)nc3N2)c1 (stereo not drawn)	i	-5	0	6	-1
30	CCc1nnc(NC(=O)CSc2nnc(CSc3nc(C)cc(C)n3)n2C)s1	i	2	0	-5	-1

no.	LMPTP inh	SUMO1 PPI mod	TbMetRS inhib	NadD block	Scp-1 inhibitor
16	1.4	-2	-0.8	-2	3
17	0.2	2	-0.2	1	22
18	-0.4	3	-0.5	-1	4
19	-0.2	7	2.9	10	-6
20	0.4	3	-0.8	-5	-8
21	-1.0	-21	-0.8	-4	-4
22	-0.1	0	-0.9	-3	-1
23	0.0	-20	-0.3	-2	-11
24	-0.6	3	-0.4	-6	0
25	0.4	-6	-0.1	-3	-8
26	-0.2	1	-0.4	-7	-7
27	-0.2	10	0.8	3	-8
28	2.0	5	-0.9	2	.
29	-0.2	4	1.5	0	11
30	-1.2	2	-0.3	3	-1

Looked up above.
Result for #17 in DNMT1 block: 0
Result for #22 in TbMetRS inhib: -0.9
Result for #27 in NadD block: 3
Result for #18 in STEP block: -7

The listing picks up, repeating the four entries before the break.
no.	molecule	Rpn11 inh	CSN deneddyl inh	DNMT1 block	MLLE-PAM2 inh	STEP block
27	Cc1ccc(S(=O)(=O)N2[C@@H](c3ccc(Br)cc3)C(C(=O)O)=CC[C@H]2c2cccs2)cc1	i	7	6	2	6
28	CCOC(=O)C1=CCC(c2cccs2)N(S(=O)(=O)c2ccc(C)cc2)C1 (stereo not drawn)	i	2	6	-8	6
29	COc1cccc(C2CC(c3ccc(Cl)cc3)n3nc(N)nc3N2)c1 (stereo not drawn)	i	-5	0	6	-1
30	CCc1nnc(NC(=O)CSc2nnc(CSc3nc(C)cc(C)n3)n2C)s1	i	2	0	-5	-1
31	O=C(Nc1ccc(Br)cc1F)C1CCCO1 (stereo not drawn)	i	2	0	3	2
32	COc1ccc(C(=O)NC(NC(=S)Nc2ccc(S(N)(=O)=O)cc2)C(Cl)(Cl)Cl)cc1 (stereo not drawn)	i	-1	-5	20	-2
33	C/C(=N\Nc1cccc2cccnc12)c1ccccn1	i	2	-1	1	-2
34	CN(C(=O)c1ccc(NC(=O)Cc2cccc(NC(=O)C3CCN(C(=O)C4CC4)CC3)c2)cc1)C1CC1	i	-1	1	20	2
35	O=C(O)CCNS(=O)(=O)c1cccc2nsnc12	i	1	5	-10	-2
36	CC(C)OC(=O)c1ccc(COC(=O)CNC(=O)c2ccco2)cc1	i	1	5	-9	-2
37	O=C(O)C(c1ccccc1)C(O)C1CCCC1 (stereo not drawn)	i	0	2	8	-2
38	COc1ccc(NC(=O)CN(C)C(=O)Cn2c(=O)oc3ccccc32)cc1	i	-5	-3	-4	3
39	CN(C)CCCN(C(=O)COc1ccccc1)c1nc2c(Cl)cccc2s1	i	2	24	6	-2
40	COc1ccc(COc2cc(-c3cccc(OC)c3)nc3ccc(NC(=O)C(C)C)cc23)cc1	i	2	-18	1	0
41	Cc1ccccc1NC(=O)c1cccc2nc3ccccc3nc12	i	-3	1	13	4
42	CC(C)(C)c1cc(N2CCOCC2)n2ncc(-c3ccccc3)c2n1	i	-5	5	0	-1
43	COCc1cc(=O)n2[nH]c(C)c(-c3ccccc3)c2n1	i	-5	2	8	-2
44	CCOC(=O)C1CCN(C2=NC(=O)/C(=C/c3ccc(O)cc3)S2)CC1	i	2	-1	-3	0
45	CC(=O)Nc1ccc(S(=O)(=O)NC2CC(=O)N(c3ccc4c(c3)OCCO4)C2)cc1 (stereo not drawn)	i	1	-8	-7	2
46	Cc1cccc(C(=O)O/N=C2\CCSc3ccc(C)cc32)c1	i	5	-2	15	0
47	O=C(Nc1ccc2oc(-c3cccc4ccccc34)nc2c1)c1ncn[nH]1	i	6	67*	8	5
48	CN(C)c1nn(C(=O)Nc2cccc(C(F)(F)F)c2)cc1-c1ccccc1	i	-4	1	-8	2

no.	LMPTP inh	SUMO1 PPI mod	TbMetRS inhib	NadD block	Scp-1 inhibitor
27	-0.2	10	0.8	3	-8
28	2.0	5	-0.9	2	.
29	-0.2	4	1.5	0	11
30	-1.2	2	-0.3	3	-1
31	-1.3	0	-0.2	4	-6
32	-1.1	7	0.5	-1	-5
33	0.7	-12	-0.9	-9	-12
34	-1.0	0	-1.2	6	0
35	-1.0	-26	0.0	-2	-4
36	0.7	3	-0.2	-2	-8
37	-1.6	-4	-0.2	-1	-10
38	0.1	-3	-0.4	-5	3
39	-1.0	0	-0.4	-4	-12
40	6.0	10	0.0	20	2
41	3.9	-13	0.3	-5	-5
42	2.9	7	-0.6	-2	0
43	-2.0	-1	-0.4	-7	-7
44	0.4	-22	0.5	-4	9
45	-0.4	4	-0.3	3	-5
46	3.7	-3	-0.9	6	-16
47	-0.1	8	-1.5	27*	-2
48	-0.1	0	-0.1	-1	-12

3 entries from above, sorted by their value in LMPTP inh, descending:
no.	molecule	Rpn11 inh	CSN deneddyl inh	DNMT1 block	MLLE-PAM2 inh	STEP block
33	C/C(=N\Nc1cccc2cccnc12)c1ccccn1	i	2	-1	1	-2
34	CN(C(=O)c1ccc(NC(=O)Cc2cccc(NC(=O)C3CCN(C(=O)C4CC4)CC3)c2)cc1)C1CC1	i	-1	1	20	2
32	COc1ccc(C(=O)NC(NC(=S)Nc2ccc(S(N)(=O)=O)cc2)C(Cl)(Cl)Cl)cc1 (stereo not drawn)	i	-1	-5	20	-2

no.	LMPTP inh	SUMO1 PPI mod	TbMetRS inhib	NadD block	Scp-1 inhibitor
33	0.7	-12	-0.9	-9	-12
34	-1.0	0	-1.2	6	0
32	-1.1	7	0.5	-1	-5
